High-throughput results deposited in PubChem by Sanford-Burnham Center for Chemical Genomics.
NOD1 inhibition = inhibition of NOD1-driven NF-kB reporter – cell-based, luminescence, uHTS, primary screen (AID 1578); hit rate 1% among 290,000; NOD1-driven NF-kB luciferase reporter cells, luminescence; higher % means a stronger effect; inhibition, % at 4 µM; hits with a dose series show EC50 in µM; in the data active means inhibition mostly above about 36%, no sharp cut-off; inactive means mostly below about 34%;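 further: HEK-293T reporter cells stimulated with the NOD1 agonist gamma-tri-DAP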
GPR55 beta-arrestin = GPR55 agonists via beta-arrestin recruitment, primary screen, imaging, U2OS cells, beta-arrestin-GFP redistribution (AID 1961) | U2OS GPR55 beta-arrestin-GFP redistribution imaging; higher % means a stronger effect | activation, % at 10 µM, or EC50 in µM where a hit was titrated | hit rate 0.048% among 290,000;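 active means activation above 40% with more than 50 cells counted in the well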;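 further: U2OS osteosarcoma cells stably expressing GPR55 and beta-arrestin-GFP; plate controls were DMSO negative control for no effect and LPI positive control for full effect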
GPR55 LPI antagonism = GPR55 antagonists blocking LPI-driven arrestin recruitment, primary screen, imaging, U2OS, beta-arrestin-GFP, LPI agonist (AID 2013); U2OS GPR55 beta-arrestin-GFP translocation imaging, LPI antagonism; higher % means a stronger effect; inhibition, % at 10 µM, or IC50 in µM where a hit was titrated; hit rate 0.13% among 290,000;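 active means spots per cell inhibited over 60%, with over 100 cells counted and total cytoplasm intensity under 500,000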;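 further: U2OS cells stably carrying GPR55 and arrestin-GFP stimulated by 5 µM LPI near EC80; imaged beta-arrestin-GFP aggregate spots per cell after agonist stimulation; plate controls were LPI-stimulated DMSO wells for no effect and DMSO wells without LPI for full effect; some results filed as inactive read as strong as hits; confirmed hits need IC50 under 10 µM and bright autofluorescent wells are also inconclusive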
KOR beta-arrestin-1 = kappa opioid receptor blockers – cell-based, luminescence, uHTS (AID 1778). KOR beta-arrestin recruitment, luminescence, antagonist mode; higher % means a stronger effect. one-dose inhibition, % at 10 µM; IC50 in µM for titrated hits. hit rate 0.091% among 290,000; in the data active means inhibition above about 50%; further: strong numbers were not always called active
HIV peptide binding = inhibitors of HIV fusion peptide binding, primary screen, biochemical, uHTS, fluorescence dequenching (AID 1986). hit rate 0.3% among 290,000. one-dose inhibition, % at 20 µM; IC50 in µM for titrated hits. cell-free peptide binding, fluorescence dequenching, 30 min; higher % means a stronger effect; in the data active means inhibition mostly above about 52%, no sharp cut-off; inactive means mostly below about 76%; further: some results filed as inactive read as strong as hits
Siah-1 displacement = Siah-1 peptide-binding antagonists, primary screen, biochemical, fluorescence polarization, rhodamine-plectin, uHTS (AID 1817) | hit rate 0.02% among 290,000 | Siah-1 / rhodamine-plectin peptide fluorescence polarization; higher % means a stronger effect | displacement, % at 20 µM, or IC50 in µM where a hit was titrated;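 active means displacement of at least 50% at 20 µM, with a fluorescence ratio check between 0.3 and a set limit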;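 further: plate controls were Siah plus tracer with DMSO for no effect and tracer alone without Siah for full effect; strong numbers were not always called active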
AID2073 = inhibitors of Mint1-CaV2.2 protein interaction, biochemical, HTRF (AID 2073); HTRF protein-protein interaction, Mint1-CaV2.2; higher % means a stronger effect; inhibition, % at 20 µM, or IC50 in µM where a hit was titrated; hit rate 0.19% among 290,000; in the data active means inhibition mostly above about 51%, no sharp cut-off; further: some results filed as inactive read as strong as hits
GPR35 arrestin U2OS = inhibition of zaprinast-stimulated GPR35 beta-arrestin translocation – imaging, U2OS, beta-arrestin-GFP, zaprinast agonist, primary screen (AID 2058); one-dose inhibition, % at 10 µM; IC50 in µM for titrated hits; U2OS GPR35 beta-arrestin-GFP translocation imaging, zaprinast antagonism; higher % means a stronger effect; hit rate 0.052% among 290,000;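 active means inhibition of at least 50% with at least 30 cells and total cytoplasm GFP at most 10,000,000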
KOR beta-arrestin-2 = KOR agonists, beta-arrestin recruitment, primary screen, cell-based, luminescence, uHTS (AID 1777). hit rate 0.02% among 280,000. KOR beta-arrestin recruitment, luminescence; higher % means a stronger effect. one-dose activation, % at 10 µM; EC50 in µM for titrated hits; in the data active means activation above about 50%, passing the limit was not always enough; further: a part of the inactive calls stands beside numbers as strong as those of hits
Active calls of the source: *; x = not tested or not shown; [ ] = remark or other dose. These rows are one share of the data; rates above refer to the full screens.

Start of the data: the first two records, to show the layout:
SMILES	NOD1 inhibition	GPR55 beta-arrestin	GPR55 LPI antagonism	KOR beta-arrestin-1	HIV peptide binding	Siah-1 displacement	AID2073	GPR35 arrestin U2OS	KOR beta-arrestin-2
O=C(c1ccco1)N1N=C(c2ccc(Cl)cc2)CC1(O)C(F)(F)F (configuration not stated)	-9%	-0.4%	-8%	-4%	0.6%	-6%	-10%	11%	-1.5%
O=c1c2cc(Cl)ccc2[nH]c(=S)n1Cc1ccco1	-8%	-0.1%	-2%	-23%	14%	-2%	15%	5%	-0.2%

The list itself, previewed entries included:
SMILES	NOD1 inhibition	GPR55 beta-arrestin	GPR55 LPI antagonism	KOR beta-arrestin-1	HIV peptide binding	Siah-1 displacement	AID2073	GPR35 arrestin U2OS	KOR beta-arrestin-2
O=C(c1ccco1)N1N=C(c2ccc(Cl)cc2)CC1(O)C(F)(F)F (configuration not stated)	-9%	-0.4%	-8%	-4%	0.6%	-6%	-10%	11%	-1.5%
O=c1c2cc(Cl)ccc2[nH]c(=S)n1Cc1ccco1	-8%	-0.1%	-2%	-23%	14%	-2%	15%	5%	-0.2%
O=C(CCc1nnc(Cc2ccc(-c3ccccc3)cc2)o1)NCCc1cccnc1	20%	0.2%	10%	-14%	1.3%	7%	7%	1%	-3.1%
O=C(O)C1C2CCC(O2)C1C(=O)Nc1ccc(F)c(Cl)c1 (configuration not stated)	-10%	-0.4%	7%	-36%[20 µM]	0.8%	18%	0%	-15%	-2.7%
CCCn1c(N2CCC(Cc3ccccc3)CC2)nc2c1c(=O)[nH]c(=O)n2C	-2%	1.4%	11%	-2%	0.8%	2%	6%	12%	4.2%
CN1CN(C)C(c2ccncc2)=C1c1ccncc1	4%	0.6%	6%	45%	1.0%	-4%	1%	6%	5.2%
O=C(Cn1c(COc2ccc(Cl)cc2)nc2ccccc21)NCC(F)(F)F	-22%	-0.1%	2%	x	2.9%	4%	-2%	16%	x
N#Cc1nc(-c2ccccc2Cl)oc1N1CCOCC1	-29%	0.0%	-14%	7%	-1.7%	-3%	4%	-4%	-3.9%
Cc1cc(/C=C(\C#N)C(=O)NC2CCCCCC2)c(C)n1C	-14%	-0.2%	-5%	-19%	2.6%	0%	22%	-20%	3.1%
CNCc1c(C)nn(-c2ccccc2)c1C	-31%	-0.5%	-6%	-19%	1.7%	1%	-6%	4%	5.8%
Cc1nn(CC(=O)N2CCN(c3cccc(C(F)(F)F)c3)CC2)c(=O)c2cccn12	22%	0.1%	-4%	-11%	1.7%	-4%	6%	9%	-6.5%
Cc1c(C(=O)Nc2ccc3c(c2)OCCO3)cnn1C	-11%	0.1%	7%	-22%	1.1%	-4%	11%	2%	-1.4%
Cn1cc(C(=O)c2ccc(Cl)cc2Cl)cc1C(=O)N/N=C(\N)COc1ccc(F)cc1	-18%	-0.1%	-5%	-10%	-0.9%	-1%	3%	-6%	-2.2%
O=C(CCc1ccccc1)NCCc1ccc(F)cc1	-13%	-0.1%	6%	0%	-0.7%	-3%	2%	-4%	-3.3%
O=C(O)C1C2C=CC(O2)C1C(=O)NCCC1=CCCCC1 (configuration not stated)	-12%	0.2%	12%	-16%	13%	18%	4%	-3%	8.2%
CC(=O)Nc1ccc(NC2=CC(=O)c3ccccc3C2=O)cc1	-20%	0.3%	-2%	22%	-5.5%	-16%	-7%	-5%	-4.6%
CC(NC(=S)NC1CCCCC1)c1ccccc1 (configuration not stated)	15%	-0.1%	19%	-4%[20 µM]	-0.3%	-6%	4%	15%	-6.5%
CC(=O)N1CCc2cc(S(=O)(=O)NC(C(=O)Nc3ccc4c(c3)OCCO4)C(C)C)ccc21 (configuration not stated)	-10%	0.2%	-14%	-46%	-1.3%	-1%	-3%	3%	3.1%
Cc1sc(N)nc1-c1ccc(Oc2ccccc2)cc1	-13%	0.0%	4%	-5%	-3.1%	5%	0%	0%	-2.6%
CCc1ccc(NC(=O)CSc2nc3ccccc3c(=O)n2CCN2CCOCC2)cc1	-19%	-0.1%	10%	-9%	-2.1%	0%	2%	10%	0.9%
Cc1cc(C)c2sc(N)nc2c1	-38%	-0.4%	8%	-46%	-0.7%	17%	5%	-9%	-3.5%
CCCCN1CC(=O)N2[C@H](c3ccc(OC)cc3)[C@@H]3C(=O)N(CC)C(=O)[C@@H]3[C@]2(Cc2ccccc2)C1=O	-14%	0.2%	-3%	-16%[20 µM]	-0.5%	-4%	0%	5%	-4.9%
Cc1noc(C)c1CSc1cc(C)c2ccccc2n1	-32%	-0.2%	-2%	-12%	-1.6%	1%	17%	-4%	1.0%
CC1(C)CC(N2CN(C3CCCCC3)CC2=O)CC(C)(C)N1	0%	-0.2%	9%	11%	-0.8%	6%	9%	-11%	9.1%
Cn1ncc(N=Cc2ccccc2)c1C(N)=O	-13%	0.3%	6%	0%	1.7%	0%	-5%	-7%	0.7%
CC(C)n1c(=O)[nH]c2cc(C(=O)Nc3ccccc3)ccc21	-20%	-0.1%	6%	-10%[20 µM]	1.2%	2%	9%	-9%	x
N#CC1=C(N)Oc2n[nH]c(-c3ccccc3)c2C12C(=O)Nc1ccccc12 (configuration not stated)	-7%	0.4%	16%	15%	0.6%	2%	-4%	-11%	-1.8%
CCCCNC(=O)COC(=O)c1c2c(nc3ccccc13)/C(=C/c1cccs1)CC2	-16%	-0.2%	-7%	-46%	42%	40%	44%	-8%	0.0%
Cn1c(C(=O)Nc2ccc3c(c2)OCO3)cc2sccc21	-75%	-0.1%	-3%	10%	2.3%	9%	-1%	8%	8.2%
NNc1nc(Nc2ccc([N+](=O)[O-])cc2)nc(N2CCCCCC2)n1	-22%	0.9%	4%	-12%	-2.2%	6%	13%	8%	-4.6%
O=C(Cc1csc(-c2ccccc2)n1)NCc1ccccc1F	-25%	0.2%	2%	-12%	3.0%	-10%	-6%	-2%	-2.0%
c1csc(-c2nc(N3CCOCC3)c3ccccc3n2)c1	-10%	-0.1%	-6%	-12%	1.2%	1%	19%	-10%	-0.6%
COc1ccc(NC(=O)Cc2nnc(SCC(=O)NC3CCCCC3C)n2C)cc1 (configuration not stated)	17%	1.3%	-5%	4%	0.8%	2%	-6%	12%	1.9%
CC(=O)N(CCCN1CCOCC1)Cc1ccncc1	-14%	-0.1%	-10%	-18%	3.5%	1%	8%	12%	1.9%
Cc1ccc(C(=O)CSC2=C(C#N)C(c3ccco3)C3=C(CC(C)(C)CC3=O)N2)cc1 (configuration not stated)	1%	0.2%	8%	-45%	-1.6%	0%	10%	-15%	7.9%
BrC(/C=N/Nc1nc(N2CCOCC2)nc(N2CCOCC2)n1)=C/c1ccccc1	36%	-0.1%	-26%	-13%	-2.7%	-4%	-13%	13%	-6.1%
COc1cc2c(cc1OC)C1=C(C#N)CCC(=O)N1CC2	-13%	-0.2%	-11%	7%	-0.1%	3%	14%	0%	-2.8%
O=C(C1CCCO1)N1CCN(C(=S)Nc2ccc(Cl)cc2Cl)CC1 (configuration not stated)	-1%	-0.4%	6%	-29%	-0.8%	-4%	-33%	1%	0.7%
O=C(C1=C[C@@H](c2ccc(C(F)(F)F)cc2)C[C@@H](OCCCCO)O1)N1CCN(Cc2ccccc2)CC1	2%	1.2%	17%	0%	3.8%	-4%	3%	-14%	-1.6%
CCC(=O)Nc1cc(Cl)ccc1N1CCN(C(=O)CC)CC1	-45%	-0.1%	-12%	-22%	2.2%	-1%	-5%	2%	1.3%
N#CCSc1nc2cc(C(=O)N3CCC(C(N)=O)CC3)ccc2c2nc3ccccc3n12	-6%	-0.1%	-16%	-24%	-4.2%	1%	-6%	4%	3.5%
O=C(COc1ccc(Cl)cc1)N(Cc1ccccc1)c1nc(-c2ccccc2)cs1	-142%	0.0%	24%	0%	-0.2%	-1%	33%	-4%	-1.3%
O=C(COC(=O)c1ccc2c(=O)n3c(nc2c1)CCC3)Nc1ccccc1F	34%	0.0%	8%	10%	-4.1%	-3%	2%	-4%	-2.8%
O=C(COC(=O)CSCc1ccccc1)NCc1ccccc1	-36%	0.3%	-5%	-8%[20 µM]	-0.9%	1%	26%	1%	-0.8%
Clc1ccccc1-c1csc(Nc2cccnc2)n1	4%	0.4%	11%	-24%	0.1%	-4%	1%	-13%	3.0%
Cc1ccccc1OCC(=O)NCCNC(=O)c1cccnc1	-13%	0.2%	-4%	-14%	0.8%	-1%	-4%	14%	-0.4%
COC(=O)Nc1ccc(S(=O)(=O)Nc2ccccc2F)cc1	3%	0.0%	-6%	26%	1.0%	4%	-1%	11%	-3.8%
CCCN(CCC)Cc1c(C(=O)N/N=C/c2ccc(Br)cc2)nnn1-c1nonc1N	-24%	0.0%	-2%	-2%	-1.9%	2%	11%	9%	1.0%
Cc1ccccc1Nc1nnc(SCC(=O)c2ccc(O)cc2O)s1	-10%	-0.2%	-4%	0%	4.4%	13%	22%	-2%	-0.5%
CCOC(CCn1c(SCC(=O)Nc2cc(C)on2)nc2ccccc2c1=O)OCC	-25%	0.1%	-4%	6%	0.6%	16%	0%	9%	-5.0%

More results.
SMILES	NOD1 inhibition	GPR55 beta-arrestin	GPR55 LPI antagonism	KOR beta-arrestin-1	HIV peptide binding	Siah-1 displacement	AID2073	GPR35 arrestin U2OS	KOR beta-arrestin-2
Cc1ccnc(N2C(=O)c3ccccc3C2Nc2ccccc2Cl)c1 (configuration not stated)	-22%	0.0%	0%	13%	-1.3%	5%	8%	-3%	5.4%
COc1ccc(N(CC(=O)N2c3ccccc3CC2C)S(=O)(=O)c2c(C)nn(C)c2C)cc1 (configuration not stated)	-20%	-0.2%	-3%	38%	0.1%	0%	1%	-14%	-6.4%
O=C(Nc1ccc(O)cc1)c1ccc(NC(=O)C2CCCO2)cc1 (configuration not stated)	-13%	-0.1%	-6%	9%	-0.5%	-1%	12%	12%	-1.8%
c1cnc(N2CCN(c3ncnc4c3oc3ccccc34)CC2)nc1	44%	0.3%	9%	10%	-0.2%	-2%	11%	16%	-1.1%
Cn1c(SCC(=O)N(Cc2ccccc2)C(C)(C)C)nc2ccccc21	2%	0.6%	-10%	6%	0.4%	1%	-10%	-2%	-3.2%
COc1ccc(NC(=O)Nc2ccc(N3CCOCC3)c3nonc23)c(OC)c1	-2%	-0.3%	-2%	-12%	1.9%	-6%	1%	3%	44%
CNC(=O)CSc1nnc(CCc2ccccc2)n1-c1ccccc1	-9%	-0.2%	1%	-18%	0.3%	2%	-3%	3%	3.5%
O=C(Oc1cc(=O)oc2c1c(=O)n1c3c(cccc23)CC1)c1ccccc1	3%	0.3%	-4%	-4%	-1.0%	1%	7%	-10%	3.1%
COc1ccc(CN2CC(C(=O)NCCCN3CCCCCC3)CC2=O)cc1 (configuration not stated)	-27%	-0.1%	6%	30%	-0.8%	-1%	-7%	4%	-4.1%
COc1ccc(-c2nc(CN3CCC(C(=O)NC4CCCC4)CC3)c(C)o2)cc1OC	-21%	-0.1%	10%	-13%	-1.3%	4%	-8%	5%	4.6%
